Rhodamine fluor – rhodamine region autofluorescence | max dye-equivalent concentration, M | Rhodamine-region fluorescence, 547/598 nm, Tris buffer; active compounds read high | AID 594 | actives 0.05% (n = 59,000); in the data active = max dye-equivalent concentration above about 11 nM; inconclusive = between about 1.1 nM and that limit
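qHTS spectral profiling of compounds without any target or enzyme present, in pH 8.0 Tris buffer; plates were read after a 15-minute room-temperature incubation using the rhodamine-region filter set.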
Casp1 inh – blocks human caspase-1 allosterically or competitively. Caspase-1 enzyme, Ac-WEHD-AFC fluorogenic rate. Potency, µM (titrated, usually from 57.5 µM), for the others: at the top dose activity change, negative = inhibition, most hits filed as inhibitors. actives 0.03% (n = 75,000). AID 900;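 also: potency is read from the fitted curve at half-maximal effect; plate controls were vehicle for no effect and no substrate for full effect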
HADH2 inhib – inhibitors of human HADH2 dehydrogenase; Q99714; recombinant HADH2, NADH fluorescence, beta-hydroxybutyryl-CoA; Potency, µM (series often up to 57.1 µM), without a hit: at the top dose activity change, negative = inhibition, hits mostly inhibitors; actives 3.4% (n = 73,000); also: potency is read from the fitted curve at half-maximal effect; % is scaled to controls: 0 for no effect and ±100 for the full control effect; nearly all actives have a fitted effect of over 60% in size; many of its hits are not listed in these tables
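Activity measured as NADH fluorescence gain (360/450 nm), taken as the change between first and last reads of a 4-min kinetic run. Conditions: pH 9.0 Tris buffer, 20 nM E. coli-expressed His-tagged enzyme, 1 mM NAD+, 90 uM beta-hydroxybutyryl-CoA; 15-min compound preincubation.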
BRCT inh red – BRCT-phosphoprotein interaction inhibition (red fluorophore). actives 0.03% (n = 75,000). AID 892. Potency, µM (highest dose often 76.9 µM), without a hit: top-dose activity change, negative = inhibition, actives largely listed as inhibitors. BRCT-phosphopeptide binding, red fluorescence polarization; also: % is scaled to controls: 0 for no effect and ±100 for the full control effect
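Fluorescence polarization: 100 nM His-tagged BRCA1 BRCT with 100 nM TAMRA-labelled phospho-BACH1 decapeptide, phosphate buffer pH 7.3 with 150 mM NaCl, DTT, 0.01% Tween 20; 12 min RT. Binding inhibition seen as FP decrease.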
Casp7 inh – blocks human caspase-7 allosterically or competitively. P55210. recombinant caspase-7, Ac-DEVD-AFC fluorescence rate. Potency, µM (highest dose often 57.5 µM), for inactives: at the top dose activity change, negative = inhibition, actives largely listed as inhibitors. actives 0.02% (n = 75,000); active = well fitted inhibition curve with a large enough effect in the main read-out, with a control signal flat, not every such curve was filed as active; inconclusive = small, poorly fitted or top-dose-only effect, or a change in a side signal; also: potency is read from the fitted curve at half-maximal effect; % of control where 0% means no effect
15-hLO inh – blocks human 15-lipoxygenase activity; P16050; purified 15hLO-1, xylenol orange hydroperoxide absorbance; Potency, µM (top dose mostly 57.1 µM), for the others: at the highest dose activity change, negative = inhibition, usual class: inhibitors; actives 1.4% (n = 74,000); also: potency is read from the fitted curve at half-maximal effect; % is scaled to controls: 0 for no effect and ±100 for the full control effect; nearly all actives have a fitted effect of over 55% in size
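Inhibition is scored from a chromogenic endpoint. After 15 min enzyme-compound contact, arachidonic acid (50 uM final) reacts 6 min with 40 nM 15hLO-1 at room temperature, then Fe-XO reagent is added for 30 min and absorbance ratio recorded.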
BRCT PPI green – blocks human BRCA1 BRCT binding to phosphopeptide, green readout; P38398; BRCA1 BRCT-phosphopeptide binding, green fluorescence polarization; Potency, µM (titrated, usually from 76.9 µM), without a hit: at the top dose activity change, negative = inhibition, usual class: inhibitors; actives 0.05% (n = 75,000); AID 875;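 also: potency is read from the fitted curve at half-maximal effect; plate controls were peptide without protein for full effect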
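Fluorescence polarization: His-tagged BRCT (~35 kDa BRCA1 C-terminus, 250 nM) bound to 100 nM fluorescein-labeled phosphorylated 10-aa BACH1 peptide, pH 7.3 phosphate buffer with DTT and Tween 20. Compounds incubated 12 min at room temperature; inhibition read as lowered polarization.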
HEK293 cAMP ctrl – counter-screen for TSHR agonists: cAMP increase in parental HEK293 | parental HEK293 CNG cAMP sensor, membrane potential fluorescence | Potency, µM (highest dose often 57.1 µM), inactives show top-dose activation, actives largely listed as activators | actives 2.5% (n = 73,000); also: potency is read from the fitted curve at half-maximal effect; % of control where 0% means no effect; nearly all actives have a fitted effect of over 55% in size
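Parental HEK 293 cells stably expressing a modified CNG channel (no TSHR) report cAMP rise as membrane depolarization. Membrane potential dye with 100 uM RO 20-1724 was loaded for 60 min at room temperature, then compound added for 30 min; fluorescence read at 590 nm.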
Pol III holo inh – blocks replication by bacterial DNA polymerase III holoenzyme; AID 603; actives 0.25% (n = 71,000); Potency, µM (titrated, usually from 57.1 µM), inactives show top-dose activity change, negative = inhibition; reconstituted DNA polymerase III holoenzyme replication, biochemical; also: potency is read from the fitted curve at half-maximal effect; % is scaled to controls: 0 for no effect and ±100 for the full control effect
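Reconstituted *E. coli* holoenzyme (0.35 nM Pol III, 1 nM beta, 154 nM SSB, 2 nM primase) was preincubated with compound for 15 min at RT. Synthesis on 1.4 nM ssM13Gori ran 35 min, then was stopped with PicoGreen/EDTA and read as dsDNA fluorescence.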
USP2a inh – blocks human ubiquitin-specific protease USP2a; USP2a enzymatic assay, qHTS inhibition; actives 0.1% (n = 60,000); Potency, µM (titrated, usually from 38.3 µM), without a hit: at the highest dose activity change, negative = inhibition, actives largely listed as inhibitors; O75604;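 also: potency is read from the fitted curve at half-maximal effect; nearly all actives have a fitted effect of over 60% in size; plate controls were DMSO for no effect and NEM full inhibition control for full effect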
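Coupled readout: USP2-cleaved Ub-PLA2 (20nM final) turns over NBD C6-HPC (20uM final), Ex 460nm/Em 535nm after 2.5 h, time-zero read flagging artifacts. Enzyme (20nM final, pH 8.0 Tris) given 30 min RT with compound first; NEM defines full inhibition.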
Tau fil binding – binders of human tau filaments; Potency, µM (doses to about 57.1 µM), inactives show at the top dose activity change, negative = inhibition; actives 2% (n = 71,000); recombinant tau filaments, thioflavin S fluorescence, 15 h; filaments grown with octadecylsulfate alongside compound; P10636;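 also: potency is read from the fitted curve at half-maximal effect; % is scaled to controls: 0 for no effect and ±100 for the full control effect; actives lower thioflavin S fluorescence by blocking filaments or displacing dye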
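Thioflavine S fluorescence (ex 450, em 510 nm) reports filaments formed from 1 uM human tau plus 30 uM ODS over 15 h at 37 C (10 mM HEPES pH 7.4, 100 mM NaCl, 5 mM DTT); compounds displacing dye or blocking filaments lower signal.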
* hit, by the source's call; i = inactive; ? = inconclusive; · = no result given; [ ] = remark or other dose. Unless noted, calls follow the shape of the dose curve; as a rule, active = well fitted curve in the direction sought with a large enough effect; inconclusive = small, poorly fitted or top-dose-only effect, or another doubt; inactive = no such curve, though single readings can be large; an effect the other way counts as inactive or inconclusive. A portion of the library; count on the stated rates, not on these rows.

SMILES	Rhodamine fluor	Casp1 inh	HADH2 inhib	BRCT inh red	Casp7 inh	15-hLO inh	BRCT PPI green	HEK293 cAMP ctrl	Pol III holo inh	USP2a inh	Tau fil binding
CC1CN(C(=O)C2CCCN2S(=O)(=O)c2ccc(Cl)cc2)CC(C)O1 (stereo not drawn)	i	-1%	9%	0.4%	-2%	14%	-2.8%	-3%	-1%	3%	13%
CCCCS(=O)(=O)NC1=NCN(CCOC(=O)c2ccccc2)CN1	·	-3%	-3%	0.0%	0%	4%	-0.5%	0%	0%	2%	14%
CCOc1ccc(NC(=O)CN2CCN(CC(=O)Nc3ccc(C(=O)OC)cc3)CC2)cc1	i	1%	8%	0.7%	0%	3%	-19%	-4%	-5%	17%	-4%
O=C(c1ccco1)N1CCC2(CC1)CN(c1ccccc1)C2	i	-4%	-5%	0.6%	-2%	-1%	0.2%	8%	3%	45%[activator]	?
O=C(Cc1coc2cc3c(cc12)CCC3)OCc1cc(=O)n2c(n1)sc1ccccc12	i	1%	?	-4.3%	4%	20µM*	0.3%	23%	-20%	25%	71%
Cc1cc(=O)[nH]c(SCc2nc3ncccn3c2Br)n1	i	-1%	?	0.0%	0%	-2%	-0.5%	3%	-5%	-10%	4%
Cn1c(Cc2ccccc2)nnc1SCC(=O)Nc1ccccc1N1CCOCC1	i	1%	12%	-0.2%	-1%	-1%	-1.1%	12%	2%	9%	-10%
CCOC(=O)Cc1csc(SCC(=O)Nc2cccc(C#N)c2)n1	i	-2%	-11%	-1.5%	1%	?	-0.9%	28%	0%	1%	-2%
O=C(CCS(=O)(=O)c1cccc2nonc12)N1CCCc2ccccc21	i	1%	-11%	-1.7%	0%	9%	-1.9%	-1%	-3%	4%	-2%
COCCN(C(=O)C1CC1)c1nnc(-c2cccc(C)c2)s1	i	0%	12%	1.7%	1%	5%	2.6%	17%	-1%	9%	13%
Cc1nc(NCc2ccccc2)c2nc(-c3ccccc3)n(CCN(C)C)c2n1	·	1%	?	-4.5%	-2%	?	0.5%	?	-3%	·	20%
COc1ccccc1-c1nnc(NC(=O)C(C)SC2=NCCS2)s1 (stereo not drawn)	·	-15%	-7%	-0.8%	-3%	-5%	-1.3%	?	-2%	·	40%
COc1ccc(-c2nnc3ccc(SCC(=O)NCC4CCCO4)nn23)cc1 (stereo not drawn)	i	0%	2%	-2.3%	0%	8%	1.5%	-3%	-4%	-3%	-1%
CC(C)(C)c1cc(C(=O)O)c(CN2CCCCC2)o1	i	2%	?	-1.9%	11%	-20%	-1.2%	6%	3%	-4%	-5%
O=c1cc(N2CCOCC2)[nH]c(=O)n1Cc1ccc(F)cc1	·	-2%	?	1.0%	2%	3%	-0.8%	10%	-9%	·	-1%
CCOC(=O)OCC1OC(c2ccccc2)C=CC1Oc1ccc2oc(=O)cc(C)c2c1 (stereo not drawn)	·	-6%[11.5 µM]	?	2.8%[15.4 µM]	-2%[11.5 µM]	-2%[11.4 µM]	-2.3%[15.4 µM]	7%[11.4 µM]	·	·	·
COCCN1Cc2cccc(C(=O)NCc3ccc4c(c3)OCO4)c2C1=O	i	-1%	2%	0.8%	4%	8%	-1.8%	?	10%	14%	1%
Cc1cccc(C)c1-n1nnnc1S(=O)(=O)Cc1ccccc1Cl	i	0%	-10%	-1.2%	-2%	?	1.1%	?	3%	-10%	7%
O=C(N1CCCCCC1)N1CCN(S(=O)(=O)N2CCOCC2)CC1	i	-2%	4%	0.6%	-1%	3%	1.6%	2%	1%	3%	-5%
c1ccc(CNc2nc3ccccc3[nH]2)cc1	i	3%	10%	0.6%	1%	12%	-1.8%	12%	-4%	5%	-12%
CCSC1=NCN(CCCC(=O)O)CN1	i	-3%	-14%	-3.6%	0%	-4%	2.2%	-2%	-4%	-6%	-1%
O=C(Nc1ccccc1)N(CCN1CCOCC1)Cc1ccccc1F	i	0%	-2%	0.0%	-2%	2%	-0.7%	13%	-4%	6%	-5%
Cn1cccc1C(=O)N1CCC2(CCCN(C(=O)Nc3cccc(C#N)c3)C2)CC1	i	-3%	9%	-1.3%	1%	-10%	-0.4%	-7%	-6%	114%[activator]	-8%
CC(C)C(N)C(=O)OCCOCn1cnc2c(=O)[nH]c(N)nc21 (stereo not drawn)	·	2%	·	1.6%	0%	14%	-2.7%[3.08 µM]	·	·	9%	·
COC(=O)c1ccc(NC(=O)NS(=O)(=O)c2ccc(C)cc2)cc1	·	0%	-24%	0.1%	0%	2%	0.1%	0%	-3%	2%	14%
CC(C)(O)CCC(C)(C)O	·	-3%	-6%	0.8%	0%	-3%	-1.3%	17%	-4%	·	8%
C[C@]12CC[C@H]3c4ccc(O)cc4CC[C@@H]3[C@H]1CC[C@@H]2OC(=O)CCc1ccccc1	i	0%[11.5 µM]	12%[11.4 µM]	-0.9%[15.4 µM]	-4%[11.5 µM]	-11%[11.4 µM]	-1.0%[15.4 µM]	5%[11.4 µM]	0%[11.4 µM]	·	-2%[11.4 µM]
O=C(CC1CCCCC1)NC1CCCC1	i	0%	5%	-0.4%	0%	0%	0.0%	9%	0%	1%	-10%
O=C(Nc1nncs1)c1ccc(S(=O)(=O)c2ccccc2)cc1	i	-1%	-8%	-2.4%	1%	3%	-2.3%	-1%	-7%	·	?
FC(F)(F)c1ccccc1-c1nc(NC2CC2)c2ccccc2n1	i	0%	4%	1.4%	-4%	-5%	-7.3%	?	-5%	27%	4%
CCOC(=O)CSc1nc2ccccc2c(=O)n1CC	i	-1%	-1%	-4.6%	0%	-9%	-2.3%	2%	-9%	-5%	4%
CC(=O)N1CCCc2cc(S(=O)(=O)NCc3ccc(C)cc3)ccc21	i	1%	-5%	-0.9%	2%	3%	-0.2%	22%	-5%	13%	3%
CC(=O)Nc1ccc(-c2cc(C(=O)O)c3cc4ccccc4cc3n2)cc1	i	-1%[11.5 µM]	-16%[11.4 µM]	0.1%[15.4 µM]	3%[11.5 µM]	0%[11.4 µM]	-5.3%[15.4 µM]	-4%[11.4 µM]	-8%[11.4 µM]	·	0%[11.4 µM]
CN(CC(=O)Nc1nc2ccccc2s1)S(=O)(=O)c1ccccc1	i	-1%	2%	0.4%	-1%	-10%	-0.3%	23%	3%	4%	-4%
CCn1c(SCC(=O)N2CCN(c3ccccc3)CC2)nc2c(c1=O)SC(C)C2 (stereo not drawn)	·	1%	-16%	-2.7%	-2%	-30%	1.9%	25µM*	-4%	·	24%
COc1ccc(COC(=O)c2n[nH]c3ccccc23)cc1F	i	0%	-7%	0.6%	-3%	-13%	-2.3%	27%	-4%	3%	18%
CCC(C)Sc1nc2c(c(=O)[nH]c(=O)n2C)n1Cc1ccc(Cl)cc1 (stereo not drawn)	i	-3%	-11%	0.1%	-2%	-9%	-0.7%	23%	-6%	2%	10%
CCCCNC(=O)CCCCCn1c(=O)[nH]c2cc(OC)c(OC)cc2c1=O	i	1%	-15%	0.1%	2%	18%	-0.2%	3%	1%	0%	0%
Cc1cccc(-n2c(O)c(C=Nc3ccc4c(c3)OCO4)c3ccccc3c2=O)n1	i	?	3%	-3.8%	?	?	-10%	14%	-4%	22%	i
COc1ccc(CCC(=O)NCc2cnn(C)c2)cc1	i	2%	32µM*	0.9%	-2%	-7%	-2.3%	4%	-1%	-3%	14%
CC(=O)n1nc2nc(C)cc(C)c2c1N	i	?	-25%	1.2%	-28%	-15%	-2.1%	16%	-2%	-3%	-4%
Brc1cc2[nH]cnc2c2ccccc12	i	0%	-8%	-1.1%	0%	-13%	0.6%	0%	-5%	10%	12%
COc1ccc2nc(/N=C\N(C)C)sc2c1	i	2%	2%	-0.4%	-1%	-19%	-4.0%	14%	-2%	3%	-13%

Screens (PubChem BioAssay)
